CHO parental Ca: signal in parental CHO cells, OX1R antagonist counter-screen. inhibition, % at 5.6 µM. AID 463079. hit rate 0.63% among 330,000. parental CHO-K1, ATP-induced calcium, Fluo-8 fluorescence;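 active = inhibition above that plate's mean sample inhibition plus 3 SD, cut at about 26% in these data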;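 note: 0% = ATP-challenged DMSO wells and 100% = DMSO wells without ATP; some compounds past the cut are filed as inactive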
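Test system: untransfected parental CHO cell line. Compound: one dose, 5.6 µM nominal. Detection: intracellular calcium via Fluo-8 no-wash fluorescent dye. Measure: % inhibition. Benchmarks: ATP-challenged DMSO wells low, unchallenged DMSO wells high.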
M1 ag: activates human CHRM1 receptor. P11229. CHO-K1 hM1, Fluo-8 calcium fluorescence, agonist mode; 0% DMSO, 100% acetylcholine EC100. activation, % at 3 µM. hit rate 0.33% among 360,000. AID 588814;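 active = activation above the run's mean compound activation plus 3 SD, cut at about 16% in these data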;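 note: peak over basal fluorescence ratio within a 140 s kinetic read after compound addition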
TAAR1 ag: agonists of human TAAR1 | Q96RJ0 | hit rate 0.99% among 360,000 | activation, % at 3 µM | CHO RD-HGA16 TAAR1, Fluo-8 calcium fluorescence; vehicle wells 0%, saturating PEA agonist 100%;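 active = activation above the mean activation of all test compounds in the run plus 3 SD, cut at about 38% in these data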
Target sequence (Q96RJ0 whole entry, looked up): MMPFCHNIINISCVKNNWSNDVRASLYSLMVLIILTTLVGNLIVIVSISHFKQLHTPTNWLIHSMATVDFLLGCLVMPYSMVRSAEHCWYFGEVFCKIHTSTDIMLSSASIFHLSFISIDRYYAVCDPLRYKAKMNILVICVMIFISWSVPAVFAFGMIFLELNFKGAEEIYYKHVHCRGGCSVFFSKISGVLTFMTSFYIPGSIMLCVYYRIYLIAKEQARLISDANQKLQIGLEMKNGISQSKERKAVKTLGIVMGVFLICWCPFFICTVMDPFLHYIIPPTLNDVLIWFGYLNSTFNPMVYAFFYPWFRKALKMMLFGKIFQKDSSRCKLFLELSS
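Assay system – CHO-derived RD-HGA16 cells with stable Gα16 and human TAAR1 · Compound dosing – one-point dosing at 3 µM (nominal) · Incubation – 17-24 h seeding, 75 min 37 °C dye, 30 min RT · Measured by – kinetic Fluo-8 calcium fluorescence · Control set – DMSO vehicle as 0%, PEA at EC100 as 100% · Repeats – single well for each compound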
OXTR potentiate: potentiates the human oxytocin receptor response; P30559; CHO-OTR cells, Fluo-8 calcium fluorescence, potentiator mode; 0% = oxytocin EC15, 100% = EC100; activation, % at 3 µM; hit rate 0.061% among 320,000; AID 2445;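 active = activation above that plate's cutoff, the mean activation of tested compounds plus 3 SD, cut at about 6.6% in these data, passing the limit was not always enough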;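 note: 100% uses oxytocin at 75 nM as the full agonist control; some results filed as inactive read as strong as hits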
Target sequence (P30559 whole entry, looked up): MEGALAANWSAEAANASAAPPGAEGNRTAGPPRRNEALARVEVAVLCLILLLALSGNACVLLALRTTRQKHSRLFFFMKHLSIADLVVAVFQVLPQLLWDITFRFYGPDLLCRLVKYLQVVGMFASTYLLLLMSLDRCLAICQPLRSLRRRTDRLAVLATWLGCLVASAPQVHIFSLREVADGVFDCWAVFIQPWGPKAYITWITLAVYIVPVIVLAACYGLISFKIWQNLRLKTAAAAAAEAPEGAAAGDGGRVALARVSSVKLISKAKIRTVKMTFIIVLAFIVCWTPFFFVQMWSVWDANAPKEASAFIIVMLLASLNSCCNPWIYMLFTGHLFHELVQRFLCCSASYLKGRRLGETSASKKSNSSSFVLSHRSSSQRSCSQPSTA
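Measured by – Fluo-8 calcium dye fluorescence · Test system – human OTR in CHO cells · Dosing – one concentration, 3.0 µM compound · Controls – EC15 oxytocin alone as 0%, 75 nM oxytocin as 100% · Evaluation – normalized max/min fluorescence ratio, % activation · Timing – 6 min pre-incubation, 100 s read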
M1 ag parental: counter-screen for M1 agonists: effect in parental CHO-K1 cells; hit rate 0.48% among 360,000; activation, % at 3 µM; Fluo-8 calcium fluorescence; scaled to maximal ATP response, vehicle zero; in the data active = activation above about 15%;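 note: untransfected CHO-K1 host cells lacking M1 receptor as counterscreen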
CHO-K1 Ca antag: M1 antagonist counterscreen hit in parental CHO-K1 cells. ATP-induced calcium, Fluo-8 fluorescence. inhibition, % at 3 µM. hit rate 0.6% among 360,000. AID 602250;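 active = inhibition above a per-plate cutoff, the plate's mean sample inhibition plus 3 SD, cut at about 24% in these data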;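 note: 0% = DMSO plus EC80 ATP and 100% = DMSO alone without ATP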
V1R ag counter: activates human V1a receptor in oxytocin agonist counter-screen | hit rate 0.25% among 320,000 | CHO-V1R cells, Fluo-8 calcium fluorescence, agonist mode; 0% DMSO, 100% 3 nM vasopressin | activation, % at 3 µM;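 active = activation above the mean activation of all tested compounds plus 3 SD, per screening run, cut at about 20% in these data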;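 note: signal is peak over basal fluorescence ratio across a 100 second FLIPR read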
M1 PAM parental: nonselective activator or artifact in parental CHO-K1 calcium assay; ATP EC20, Fluo-8 calcium fluorescence; 0% at ATP EC20, 100% at ATP max; AID 602247; activation, % at 3 µM; hit rate 0.02% among 360,000;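 active = activation above the run cutoff, the mean activation of all test compounds plus 3 SD, cut at about 40% in these data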;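 note: peak over basal fluorescence ratio in a 140 s read after ATP addition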
TAAR1 antag: human TAAR1 antagonism. AID 624466. Q96RJ0. CHO RD-HGA16 TAAR1, Fluo-8 calcium fluorescence, antagonist. hit rate 1.5% among 360,000. inhibition, % at 3 µM;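 active = inhibition above a per-plate cutoff, the mean inhibition of test compounds on that plate plus 3 SD, cut at about 49% in these data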;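 note: 0% = DMSO plus EC80 beta-PEA response and 100% = DMSO alone without agonist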
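test system = CHO RD-HGA16 cells bearing hTAAR1 | replication = singlicate | controls = DMSO-only wells and EC80 β-PEA-stimulated wells | reagent = EC80 β-phenethylamine stimulus | read-out basis = percent inhibition of PEA-evoked calcium signal, max/basal emission ratio | schedule = seeding 17-24 h prior, 75-min 37 °C, 30-min RT dye loading | signal = kinetic Fluo-8 calcium fluorescence measurement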
Active calls of the source: *; . = no result given. This is a random part of the collection. About 3.3% of those tested had a hit in this group.

SMILES	CHO parental Ca	M1 ag	TAAR1 ag	OXTR potentiate	M1 ag parental	CHO-K1 Ca antag	V1R ag counter	M1 PAM parental	TAAR1 antag
O=C1CC[C@@H](CN(Cc2ccccn2)Cc2nc(-c3ccc(C(F)(F)F)cc3)no2)N1	-18	-3	1	-4	1.4	-10	-0.2	20	-19
O=C(NC(NCc1cccnc1)C(Cl)(Cl)Cl)c1cccc2ccccc12 (centres undefined)	-22	-7	1	-2	0.9	-9	-0.3	22	-7
CNC(=O)CSc1nccn1Cc1ccc(Cl)cc1	-2	-2	2	9	0.6	7	0.6	3	-35
CN(Cc1ccc(F)cc1)C(=O)c1cc(COc2ccc(F)cc2F)on1	-16	-1	3	-17	0.3	-2	-0.2	7	-2
COc1cc2c(cc1OC)C(C)N(C(=S)Nc1ccccc1)CC2 (centres undefined)	-8	-3	2	-8	0.9	-3	1.4	6	-28
Cc1cccn2c(=O)c3cc(C(=O)N4CCOCC4)n(C)c3nc12	11	-4	2	-2	0.2	6	-0.1	-10	-16
CN(c1ccccc1)c1nc(N)c([N+](=O)[O-])c(Nc2cccc(F)c2)n1	-24	-2	5	-17	-0.3	-9	0.1	-1	-1
Cc1ccc2[nH]c(C(=O)N/N=C/c3ccccc3O)c(C)c2c1	11	6	7	-16	14	-13	22*	-5	1
CN1C(=O)c2ccc(C(=O)Nc3nccs3)cc2C1=O	-10	-5	1	8	-0.1	3	1.3	-1	8
CCCCCC1CC(=O)NC1(C(=O)OCC)C(=O)OCC (centres undefined)	.	-1	5	.	3.0	0	.	-8	-20
COCCNC(=S)N1CCC(C(=O)c2ccc3c(c2)OCCO3)CC1	0	-1	7	-12	2.1	-10	2.4	9	7
Cn1nnnc1SCC(=O)Nc1cc(C(C)(C)C)nn1-c1ccccc1	-5	1	13	-6	0.9	7	0.2	8	-6
O=C(NC1CCSc2ccccc21)c1ccc(Cl)c(S(=O)(=O)N2CCOCC2)c1 (centres undefined)	-14	-4	3	-4	2.3	4	4.1	-16	-6
Cc1ccc(C(=O)c2cn[nH]c2-c2ccccc2O)cc1	4	-1	5	-10	0.2	1	3.9	10	-15
CC(C)NC(=O)NNC(=O)c1cc(COc2cc(Cl)cc(Cl)c2)on1	-11	-1	18	-1	1.9	-9	5.5	8	5
CC(Oc1ccccc1)C(=O)N=C1SC2CS(=O)(=O)CC2N1c1ccc(F)cc1 (centres undefined)	-8	1	3	-2	2.3	-12	1.8	21	2
COc1ccc(CN(C)C(=O)COc2cccc(-n3cnnn3)c2)cc1OC	-6	-3	6	-6	0.8	-9	0.5	12	-8
Cc1c(C(N)=O)sc2ncn(CC(=O)NCCc3ccccc3)c(=O)c12	-4	-2	1	-1	0.2	-13	1.4	10	-18
Cc1ccc(NC(=O)c2cccc(NC3=NC4CS(=O)(=O)CC4S3)c2)cc1 (centres undefined)	-22	-2	3	2	0.6	-20	-0.1	21	3
O=C(COC(=O)c1cc(-c2cccs2)nn1-c1ccccc1)Nc1cccc([N+](=O)[O-])c1	10	-9	13	-10	3.0	10	0.9	17	32
O=C(Nc1ccn(C2CCC(CO)O2)c(=O)n1)c1ccccc1 (centres undefined)	.	-5	2	.	1.4	-4	.	18	-43
CCC1(c2ccccc2)NC(=O)N(CC(=O)N(C)Cc2c(F)cccc2Cl)C1=O (centres undefined)	-30	-4	2	-9	-0.1	-12	0.9	-12	7
C[C@@H](C(=O)Nc1ccc2ccccc2c1)[C@@H]1C[C@@]1(C)[C@@H](NC(=O)c1cccnc1)c1ccccc1	-13	-7	13	-3	0.5	-10	0.2	4	32
COc1ccc(OC)c2sc(NC(=O)c3ccc(Br)s3)nc12	-20	-2	0	-5	0.9	-3	-0.2	23	-19
O=C1C(c2ccnc3ccccc23)=C(O)c2ccccc21	-15	-4	8	7	-0.3	-3	0.2	-3	-8

Looked up above:
Under OXTR potentiate, `Cc1cccn2c(=O)c3cc(C(=O)N4CCOCC4)n(C)c3nc12` reads -2
Under TAAR1 ag, `O=C(NC(NCc1cccnc1)C(Cl)(Cl)Cl)c1cccc2ccccc12` (centres undefined) reads 1
Under TAAR1 ag, `Cn1nnnc1SCC(=O)Nc1cc(C(C)(C)C)nn1-c1ccccc1` reads 13

Another view of 2 compounds above.
| structure | CHO parental Ca | M1 ag | TAAR1 ag | OXTR potentiate | M1 ag parental | CHO-K1 Ca antag | V1R ag counter | M1 PAM parental | TAAR1 antag |
| --- | --- | --- | --- | --- | --- | --- | --- | --- | --- |
| CC(Oc1ccccc1)C(=O)N=C1SC2CS(=O)(=O)CC2N1c1ccc(F)cc1 (centres undefined) | -8 | 1 | 3 | -2 | 2.3 | -12 | 1.8 | 21 | 2 |
| COc1ccc(CN(C)C(=O)COc2cccc(-n3cnnn3)c2)cc1OC | -6 | -3 | 6 | -6 | 0.8 | -9 | 0.5 | 12 | -8 |

Next results follow.
SMILES	CHO parental Ca	M1 ag	TAAR1 ag	OXTR potentiate	M1 ag parental	CHO-K1 Ca antag	V1R ag counter	M1 PAM parental	TAAR1 antag
CC1(C)CC(=O)C2=C(C1)OC1=C(C(=O)CC(C)(C)C1)C2c1cc([N+](=O)[O-])cc([N+](=O)[O-])c1O	-11	-12	4	-3	2.6	4	-0.5	15	-1
Cc1ccc(OCC(=O)Nc2ccccc2-c2ccccc2NC(=O)COc2ccc(C)cc2)cc1	-19	-1	4	-6	0.1	2	-0.2	5	-23
O=c1cc(-c2cccc3ccccc23)[nH][nH]1	9	-3	9	-6	-0.1	4	1.4	10	-4
COc1ccc(C2C(C(N)=O)=C(C)Nc3nc(CCCO)nn32)cc1OC (centres undefined)	-8	-1	.	-4	0.7	-16	-0.6	-7	.
COc1ccccc1OCC(=O)Nc1cc(Cl)ccc1Oc1ccccc1	-12	-3	0	-6	-0.1	-4	0.8	8	25
COc1ccc(CNC(=O)Nc2ccc3c(c2)c(=O)n(C)n3Cc2cccc(C(F)(F)F)c2)cc1	.	-1	5	.	1.4	1	.	3	-8
O=C(c1cccc(F)c1)N1CCCN(C(=O)c2cccc(F)c2)CC1	0	-6	-1	0	0.5	-11	1.0	23	-1
COc1ccc(C(=O)Nc2ccc(C3CC3(Cl)Cl)cc2)cc1 (centres undefined)	37*	-4	4	-15	8.9	6	7.7	-2	-10
CN(C)C(=O)c1ccc(=O)n(Cc2ccc(Cl)cc2Cl)c1	-20	-5	1	-11	4.3	-14	0.1	4	-11
CCCCN(CCCC)CC(O)COc1ccccc1Br (centres undefined)	-20	-10	3	0	1.8	-10	0.8	28	-8
COc1ccc(OC)c(/C=C/C(=O)c2ccc3c(c2)OCCO3)c1	-6	-2	5	-2	1.0	-5	-0.2	15	23
CN(C)c1ccc(NS(=O)(=O)c2ccc(-c3csnn3)cc2)cc1	-15	2	6	-16	3.5	4	8.7	-17	-8
Cc1cc(C(=O)Nc2ccccc2Cl)n(-c2ccccc2)n1	-17	-5	1	-7	0.7	-16	-0.8	12	1
CCCCOc1ccc(C(=O)N2CCN(c3ccc(N4CCOCC4)nn3)CC2)cc1	-44	-8	-1	4	-0.3	-7	0.1	4	-15
O=Cc1[nH]c2ccccc2c1N(C(=O)CCl)c1ccccc1	.	-8	6	.	0.8	-9	.	19	1
CCOC(=O)c1cnc2nc(NCc3ccc(OC)c(OC)c3)[nH]n2c1=O	-8	-2	-1	-14	-0.6	-7	-0.7	12	4
Cn1c(SCC(=O)N2CCCc3ccccc32)nnc1-c1ccco1	7	-3	11	1	0.0	-3	0.8	11	-2
O=S(=O)(c1ccc(Cl)c(NC(=S)Nc2cccc(O)c2)c1)N1CCOCC1	8	0	0	-5	0.0	-3	0.3	19	0
COc1cc2nc(CN(C)CC(=O)Nc3ccc(N4CCOCC4)cc3)[nH]c(=O)c2cc1OC	.	-5	2	.	0.2	-23	.	25	7
O=C(NCc1cccnc1)c1c(F)c(F)c(F)c(F)c1F	-5	-4	4	-3	0.4	-8	-1.4	21	-3
COc1ccccc1N1CCN(C(=O)c2cc(C)on2)CC1	-5	-3	2	-4	1.2	-9	1.6	-1	-25
COc1ccccc1N1CCN(CCCCCCOc2ccc(F)cc2)CC1	-23	-7	9	-6	2.6	14	5.2	-4	4
COC(=O)Cn1c(=O)c2c(nc3n2CCCN3CCc2ccccc2)n(C)c1=O	-17	-2	0	-11	2.4	-22	0.4	-11	-4
Cc1cc(C)n(-c2nc3ccccc3nc2N2CCCCCC2)n1	-25	-7	6	5	-0.3	-5	-0.7	15	-1
CC#C[C@@H](CC)c1ccc2ccn(C)c2c1	-22	-4	12	-4	-0.3	-8	-0.3	6	3

(next part)
SMILES	CHO parental Ca	M1 ag	TAAR1 ag	OXTR potentiate	M1 ag parental	CHO-K1 Ca antag	V1R ag counter	M1 PAM parental	TAAR1 antag
COc1ccc(-n2nc(C(=O)O)nc2-c2ccccc2)cc1	5	-4	7	-4	0.6	0	0.0	4	12
CCc1c(C)c2c(C)nn(-c3ccccc3)c2[nH]c1=O	-14	-2	4	-8	-0.3	2	0.3	13	-3
Cc1cc(NC(=O)COn2nnc3ccc(Cl)cc32)no1	-5	-1	17	-1	0.3	-4	0.6	8	2
CC1(C(=O)NCc2ccccn2)CCN1C(=O)Cc1ccc(Cl)cc1Cl (centres undefined)	.	-3	1	.	0.6	3	.	19	-13
Cn1cc(S(=O)(=O)CC(=O)Nc2ccc(Br)cc2)c2ccccc21	-23	-2	-1	-6	0.7	2	-0.5	3	4
O=C(NCC(c1ccco1)N1CCc2ccccc2C1)c1ccccc1Br (centres undefined)	-14	-5	35	-8	2.3	5	-1.4	-8	7
O=C1CCCC(O)=C1C(C#Cc1ccccc1)C1=C(O)CCCC1=O	-7	0	.	-4	0.2	11	-0.6	-2	.
CCN(CC(=O)Nc1ccccc1C(F)(F)F)C(=O)c1cccc(S(=O)(=O)N2CCN(C)CC2)c1	-16	-3	1	-1	0.0	2	-0.3	-26	-8

Compounds above with an aryl thioether with sulfur outside any ring:
SMILES	CHO parental Ca	M1 ag	TAAR1 ag	OXTR potentiate	M1 ag parental	CHO-K1 Ca antag	V1R ag counter	M1 PAM parental	TAAR1 antag
CNC(=O)CSc1nccn1Cc1ccc(Cl)cc1	-2	-2	2	9	0.6	7	0.6	3	-35
Cn1nnnc1SCC(=O)Nc1cc(C(C)(C)C)nn1-c1ccccc1	-5	1	13	-6	0.9	7	0.2	8	-6
Cn1c(SCC(=O)N2CCCc3ccccc32)nnc1-c1ccco1	7	-3	11	1	0.0	-3	0.8	11	-2
